GASC1 inh = inhibitors of GASC-1 (KDM4C) histone demethylase, primary screen, biochemical, single concentration HTS. Lysine-specific demethylase 4C (Homo sapiens), Q9H3R0. GST-KDM4C 2-372, H3K9me3 peptide, LANCE TR-FRET. inhibition, % at 12.5 µM. actives 0.15% (n = 96,000);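 active = mean replicate inhibition above about 25%, with at least 55% of replicates also reaching it, limit read from the data, passing the limit was not always enough; inconclusive = only one of those two conditions met; inactive = neither condition met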
Target sequence (Q9H3R0 2-372 limits assumed): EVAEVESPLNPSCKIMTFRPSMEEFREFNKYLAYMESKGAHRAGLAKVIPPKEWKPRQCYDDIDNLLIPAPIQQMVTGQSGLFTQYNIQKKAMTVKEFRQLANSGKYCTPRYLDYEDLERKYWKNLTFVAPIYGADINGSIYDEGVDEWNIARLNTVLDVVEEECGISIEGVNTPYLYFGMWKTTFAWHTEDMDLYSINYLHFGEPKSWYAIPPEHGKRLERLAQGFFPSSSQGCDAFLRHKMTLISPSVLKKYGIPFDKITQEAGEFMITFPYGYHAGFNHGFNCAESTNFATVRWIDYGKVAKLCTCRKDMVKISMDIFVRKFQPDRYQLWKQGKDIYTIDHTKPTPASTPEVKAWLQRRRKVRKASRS
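Material: GST-tagged GASC-1 (JMJD2C) catalytic fragment, aa 2-372. Input: enzyme final amount 10 nM. Medium: HEPES buffer, pH 7.5, plus ascorbate. Reagent: H3K9me3 peptide substrate, Fe(II), 2-oxoglutarate. Doses: single dose. Times: reaction 30 min RT, detection step 1 h RT. Measured by: LANCE TR-FRET. Evaluation: Fall in 671/618 emission ratio as inhibition.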
C diff HTS = C. difficile growth inhibitors, primary screen, HTS; Clostridium difficile clinical isolate growth, OD600, 24 h; hits give low values; growth activity, negative = inhibition, % at 16 µg/mL (by protocol); actives 0.25% (n = 86,000); AID 1259249, 2017;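 active = mean growth activity at or below -80% and every replicate also at or below -80%; inconclusive = mean at or below -80% but some replicate above -80%; inactive = mean growth activity above -80%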;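 note: 0% = DMSO wells and -100% = levofloxacin 16 µg/mL wells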
Pf Dd2 inh = P. falciparum Dd2 growth inhibitors, primary screen, SYBR Green fluorescence, single dose replicates; 72 h; hits give low values; activity change, % at 10 µM; actives 2.3% (n = 94,000); in the data active = activity change below about -80%; inconclusive = no clear call, values can overlap the other calls
Tcruzi prolif = T. cruzi intracellular proliferation inhibitors, primary screen, cell-based, beta-gal Tulahuen parasites, NIH3T3 host, luminescence; T. cruzi beta-gal in NIH3T3, GalScreen luminescence, 90 h; inhibition, % at 8.34 µM; actives 5.9% (n = 77,000); AID 624255, 2012;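 active = mean inhibition above about 93%, with at least 55% of replicates each passing it, limit read from the data, passing the limit was not always enough; inconclusive = only one of those two conditions holds; inactive = neither condition holds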
* = called active by the depositor; ? = inconclusive; nt = no result given; & = joins results of further samples.

Results follow in this order: GASC1 inh | C diff HTS | Pf Dd2 inh | Tcruzi prolif
Cc1ccc(S(=O)(=O)N(C)C[C@@H]2Oc3ccc(NS(=O)(=O)c4ccc(Cl)cc4)cc3C(=O)N([C@@H](C)CO)C[C@H]2C)cc1
→ -1.3 | -1 | -9 | 48
C[C@@H]1CN([C@H](C)CO)C(=O)c2cccc(N(C)C)c2O[C@@H]1CN(C)Cc1ccc(Oc2ccccc2)cc1
→ 0.5 | -1 | -16 | 2
CCCNC(=O)Nc1ccc2c(c1)C(=O)N(C)C[C@H](OC)[C@H](C)CN(CCC(F)(F)F)[C@@H](C)CO2
→ 0.1 | nt | nt | 51
COc1cccc(-c2cnc3c(c2)C(=O)N([C@H](C)CO)C[C@H](C)[C@H](CN(C)Cc2cccc(C(F)(F)F)c2)O3)c1
→ 0.4 | 23 | -18 | ?
CO[C@@H]1CN(C)C(=O)c2ccc(NC(=O)c3ccc(F)cc3)cc2OC[C@H](C)NC[C@@H]1C
→ -1.4 | nt | 3 | -10
Cc1ccc(S(=O)(=O)N(C)C[C@H]2Oc3c(NC(=O)c4ccncc4)cccc3C(=O)N([C@@H](C)CO)C[C@@H]2C)cc1
→ -3.3 | -5 | -4 | -12
COc1cccc(NC(=O)N(C)C[C@H]2OCc3ccccc3-c3ccccc3C(=O)N([C@H](C)CO)C[C@H]2C)c1
→ 0.3 | -3 | 26 | 11
O=C(C[C@@H]1CC[C@@H]2[C@H](COC[C@H](O)CN2Cc2nccs2)O1)NCc1ccc(F)cc1
→ -0.8 | 4&0 | 14 | -1
C[C@@H]1CN([C@@H](C)CO)C(=O)c2cc(NC(=O)Cc3ccccc3)ccc2O[C@H]1CN(C)C(=O)NC1CCCCC1
→ 1.4 | 2 | -5 | -1
CN1C(=O)c2cc(NC(=O)C3CCCC3)ccc2OC[C@@H]2O[C@@H](CC(=O)NCC3CC3)CC[C@H]21
→ -0.1 | 9 | -32 | 46
CCCN1C[C@H](C)[C@H](OC)CN(C)C(=O)c2cc(NC(=O)COC)ccc2OC[C@@H]1C
→ -0.2 | 1 | 2 | -16
CS(=O)(=O)N1[C@@H]2Cn3c(cccc3=O)[C@H]1[C@@H](C(=O)NCc1ccc(F)cc1)[C@@H]2CO
→ -1.5 | 1 | -1 | 2
C[C@H](CO)N1C[C@H](C)[C@H](CN(C)C(=O)c2cccnc2)Oc2cc(-c3cccc(C#N)c3)ccc2S1(=O)=O
→ -0.4 | -2 | -15 | 35
CN1CCN(C(=O)C[C@@H]2CC[C@@H]3[C@H](COC[C@@H](O)CN3S(=O)(=O)c3cccc(Cl)c3)O2)CC1
→ -1.1 | nt | -3 | -18
CO[C@@H]1CN(C)C(=O)c2ccc(NS(=O)(=O)c3cn(C)cn3)cc2OC[C@H](C)N(C)C[C@@H]1C
→ -0.9 | nt | 19 | 16
COc1ccc2c3c([nH]c2c1)[C@@H](CO)N(S(=O)(=O)c1ccc(C)cc1)CC31CN(Cc2ccccc2)C1
→ -0.4 | -11 | -32 | nt
Cc1noc(C)c1NC(=O)Nc1ccc2c(c1)C(=O)N([C@@H](C)CO)C[C@@H](C)[C@H](CN(C)CC1CC1)OCCCC[C@@H](C)O2
→ -0.5 | -2 | 27 | 85
CCCNC(=O)N1C[C@@H](C)[C@H](OC)CN(C)C(=O)c2ccc(NS(=O)(=O)CC(F)(F)F)cc2OC[C@H]1C
→ 0.2 | nt | 13 | 28
CO[C@H]1CN(C)C(=O)c2ccc(NC(=O)C3CC3)cc2OC[C@@H](C)N(CC2CCOCC2)C[C@@H]1C
→ 0.6 | -4 | -5 | 17
COc1ccc(S(=O)(=O)N(C)C[C@H]2Oc3ncc(C#CC4(O)CCCC4)cc3C(=O)N([C@H](C)CO)C[C@@H]2C)cc1
→ 1.6 | -3 | -78 | 53
O=C(c1cccc(F)c1)N1C[C@@H]2[C@H](c3ccccc31)[C@@H](CO)N2C(=O)C1CC1
→ 1.7 | 0 | -3 | -7
C[C@@H]1CCCCO[C@H](CN(C)Cc2ccncc2)[C@H](C)CN([C@H](C)CO)C(=O)c2cc(NC(=O)C3CCCCC3)ccc2O1
→ -0.7 | 3 | nt | 22
COc1ccc(NC(=O)N[C@@H]2CC[C@@H](CC(=O)NC3CCCCC3)O[C@H]2CO)cc1
→ -0.7 | -1 | 4 | nt
COc1ccc(NC(=O)Nc2ccc3c(c2)C(=O)N([C@H](C)CO)C[C@@H](C)[C@@H](CN(C)S(=O)(=O)c2ccccc2)O3)cc1
→ 0.7 | -5 | -14 | -19
CO[C@H](CN(C)Cc1cc(F)ccc1F)[C@H](C)CN(C(=O)Nc1ccc(C(F)(F)F)cc1)[C@@H](C)CO
→ nt | nt | -31 | 79
CN(C[C@@H]1N[C@@H](CO)[C@@H]1c1ccc(-c2cccc(F)c2)cc1)S(C)(=O)=O
→ -0.4 | -2 | -16 | 14
Cc1ccccc1S(=O)(=O)N(C)C[C@@H]1OCc2cnnn2CCCC(=O)N([C@H](C)CO)C[C@H]1C
→ -0.6 | 1 | 14&8 | 11&-175
COc1ccccc1C#Cc1cnc2c(c1)C(=O)N([C@@H](C)CO)C[C@H](C)[C@H](CN(C)C(=O)CC1CC1)O2
→ -1.2 | -2 | -46 | 33
CN1[C@H](CO)[C@H]2c3ccccc3N(C(=O)Nc3cc(F)ccc3F)C[C@H]21
→ -2.0 | 4 | -22 | -13
C[C@@H]1CN([C@@H](C)CO)C(=O)c2cccc(NC(=O)C3CCCCC3)c2O[C@H]1CN(C)C(=O)Nc1ccc2c(c1)OCO2
→ -1.0 | -3 | 7 | 46
COc1ccc(NC(=O)N(C)C[C@H]2Oc3ccc(NC(=O)Nc4ccccc4)cc3C(=O)N([C@H](C)CO)C[C@H]2C)cc1
→ -1.1 | 4 | 10 | -20
CC(C)NC(=O)N(C)C[C@H]1Oc2cc(C#Cc3ccc(F)cc3)ccc2S(=O)(=O)N([C@@H](C)CO)C[C@H]1C
→ 0.1 | -4 | -2 | 107*
C[C@@H]1CN([C@H](C)CO)C(=O)c2cc(NS(=O)(=O)c3ccc(F)cc3)ccc2O[C@@H]1CN(C)CC1CC1
→ -0.7 | 9&5 | 0 | nt
CCCC#Cc1ccc([C@H]2[C@H]3CN(C(=O)Nc4ccccc4)CC(=O)N3[C@H]2CO)cc1
→ -0.3 | 16 | -7 | nt
C[C@@H]1CN([C@@H](C)CO)C(=O)c2c(c3ccccc3n2C)-c2ccccc2CO[C@H]1CN(C)S(=O)(=O)c1cn(C)cn1
→ -0.3 | -15 | 4 | 68
Cc1ccc(S(=O)(=O)Nc2cccc3c2O[C@H](CN(C)CC2CC2)[C@@H](C)CN([C@@H](C)CO)C3=O)cc1
→ 1.6 | 1 | 2 | -19
C[C@H]1CN([C@@H](C)CO)C(=O)c2cc(C#CC3CCCCC3)cnc2O[C@@H]1CN(C)Cc1cncnc1
→ -0.2 | -6 | -29 | 61
O=C(c1ccccn1)N1C[C@H]2[C@@H](c3ccccc31)[C@H](CO)N2C(=O)C1CCOCC1
→ -1.1 | -3 | 3 | -5
COc1cccc(-c2ccc3c(c2)[C@@H]2[C@@H](CCN2C(=O)c2ccc(F)cc2)[C@@H](CO)N3)c1
→ 1.1 | -6 | -8 | 37
O=C(C1CCC1)N1CC(=O)N2[C@H](CO)[C@H](c3ccc(C#Cc4cccc(F)c4)cc3)[C@H]2C1
→ -0.7 | -10 | -3 | nt

One compound at a time, from the list above. Screens in order: GASC1 inh | C diff HTS | Pf Dd2 inh | Tcruzi prolif
Listed for C[C@H]1CN([C@@H](C)CO)C(=O)c2cc(C#CC3CCCCC3)cnc2O[C@@H]1CN(C)Cc1cncnc1 = -0.2 | -6 | -29 | 61
Listed for Cc1ccc(S(=O)(=O)Nc2cccc3c2O[C@H](CN(C)CC2CC2)[C@@H](C)CN([C@@H](C)CO)C3=O)cc1 = 1.6 | 1 | 2 | -19

Carrying on:
Results follow in this order: GASC1 inh | C diff HTS | Pf Dd2 inh | Tcruzi prolif
C[C@H]1CN([C@@H](C)CO)C(=O)c2cccc(NS(=O)(=O)c3ccc(F)cc3)c2O[C@H]1CN(C)Cc1ccccc1
→ 4.0 | 6 | 0 | 41
COC(=O)[C@H]1N[C@H]2c3ccc(C4=CCCCC4)c(=O)n3C[C@H]2[C@@H]1CO
→ 0.6 | -5 | 7 | 13
CCCNC(=O)[C@@H]1[C@@H](CO)[C@@H]2Cn3c(ccc(C4=CCCC4)c3=O)[C@H]1N2S(C)(=O)=O
→ 0.4 | -7 | 8 | -10
COc1ccc(S(=O)(=O)N(C)C[C@@H]2OCCCC[C@H](C)Oc3ccc(NS(=O)(=O)c4ccc(Cl)cc4)cc3C(=O)N([C@@H](C)CO)C[C@@H]2C)cc1
→ -1.5 | -1 | -59 | nt
CN1c2ccc(-c3ccccc3)cc2[C@H]2[C@H](CCN2C(=O)Cc2ccccc2)[C@H]1CO
→ -0.4 | 7 | 9 | 93
CC(C)C#Cc1ccc([C@@H]2[C@H](CO)N3C(=O)CN(S(=O)(=O)c4ccccc4)C[C@@H]23)cc1
→ 0.0 | -12 | -38 | nt
O=C(C1CCCC1)N1CC2(C1)[C@@H](c1ccccc1)[C@@H](CO)N2Cc1nccs1
→ -2.1 | 1 | -3 | nt
CCCNC(=O)N1[C@H](CO)[C@@H]2c3ccccc3N(C(=O)Nc3ccccc3)C[C@@H]21
→ -0.8 | nt | -3 | 42
O=S(=O)(N[C@H]1CC[C@@H](CCn2cc(-c3ccccc3F)nn2)O[C@H]1CO)c1ccc(F)cc1
→ -1.3 | 0 | -21 | nt
C[C@@H]1CN([C@@H](C)CO)C(=O)c2cccc(NC(=O)c3nc4ccccc4s3)c2O[C@@H]1CN(C)S(=O)(=O)c1ccc(Cl)cc1
→ -1.1 | 25 | -72 | 78
CN(C)CC(=O)Nc1ccc2c(c1)[C@@H]1C[C@@H](CC(=O)NCCN3CCCCC3)O[C@H](CO)[C@@H]1O2
→ -2.7 | 0 | 28 | nt
COc1ccc(C#Cc2ccc3c(c2)[C@H]2[C@H](CCN2S(=O)(=O)c2ccccc2C)[C@H](CO)N3C)cc1
→ 17 | -1 | -61 | 35
COCC#Cc1cnc2c(c1)C(=O)N([C@H](C)CO)C[C@H](C)[C@@H](CN(C)C(=O)CCN1CCCCC1)O2
→ 0.3 | 1 | 57 | 16
C[C@H]1CN([C@@H](C)CO)S(=O)(=O)c2ccc(C#CC3CC3)cc2O[C@@H]1CN(C)C(=O)C1CCC1
→ 1.4 | -10 | -40 | 78
O=C(NC[C@@H]1[C@@H](c2ccccc2)[C@@H](CO)N1Cc1ccccn1)C1CCC1
→ 1.4 | -3 | 17 | 32
C[C@@H]1CCCCO[C@H](CN(C)C(=O)CCC(F)(F)F)[C@@H](C)CN([C@H](C)CO)C(=O)c2cc(NS(=O)(=O)c3cccs3)ccc2O1
→ 0.1 | -7 | -23 | 70
CO[C@H]1CN(C)C(=O)c2cc(NC(=O)NC(C)C)ccc2OC[C@@H](C)N(C)C[C@H]1C
→ 0.6 | -1 | 23 | -17
C[C@@H]1CN([C@@H](C)CO)C(=O)c2cc(NC(=O)NC3CCCCC3)ccc2O[C@@H](C)CCCCO[C@@H]1CN(C)C(=O)c1ccncc1
→ -3.8 | -3 | 2 | -8
C[C@@H]1CCCCO[C@H](CN(C)C(=O)Cc2ccccc2)[C@H](C)CN([C@@H](C)CO)C(=O)c2cc(NC(=O)NC3CCCCC3)ccc2O1
→ -0.4 | -17 | -37 | 33
O=C(C[C@@H]1CC[C@@H]2[C@H](COC[C@@H](O)CN2C(=O)Nc2cc(Cl)cc(Cl)c2)O1)NCC1CCCCC1
→ 1.3 | 9 | -13 | 82

A draw from above in order of length of the SMILES, largest number first.
Results follow in this order: GASC1 inh | C diff HTS | Pf Dd2 inh | Tcruzi prolif
C[C@@H]1CCCCO[C@H](CN(C)C(=O)Cc2ccccc2)[C@H](C)CN([C@@H](C)CO)C(=O)c2cc(NC(=O)NC3CCCCC3)ccc2O1
→ -0.4 | -17 | -37 | 33
CO[C@H]1CN(C)C(=O)c2cc(NC(=O)NC(C)C)ccc2OC[C@@H](C)N(C)C[C@H]1C
→ 0.6 | -1 | 23 | -17
O=C(NC[C@@H]1[C@@H](c2ccccc2)[C@@H](CO)N1Cc1ccccn1)C1CCC1
→ 1.4 | -3 | 17 | 32

Next compounds follow:
Results follow in this order: GASC1 inh | C diff HTS | Pf Dd2 inh | Tcruzi prolif
C[C@@H]1CN([C@H](C)CO)C(=O)c2cc(-c3cncnc3)cnc2O[C@H]1CN(C)Cc1ccc(F)cc1
→ 0.6 | -1 | 32 | 29
O=C(C1CCCC1)N1CC(=O)N2[C@@H](CO)[C@@H](c3ccc(C#Cc4cccc(F)c4)cc3)[C@@H]2C1
→ nt | 27 | -13 | nt
Cc1ccccc1-c1cnc2c(c1)C(=O)N([C@@H](C)CO)C[C@H](C)[C@@H](CN(C)Cc1ccncc1)O2
→ 1.7 | 5 | -3 | 51
C[C@H](NC(=O)C[C@H]1C[C@H]2c3cc(NC(=O)C4CCC4)ccc3O[C@H]2[C@@H](CO)O1)c1ccccc1
→ -1.2 | -1 | 5 | -30

Screening data deposited in PubChem BioAssay by Broad Institute.
